RGS4 inh: blocks human RGS4-accelerated GTP hydrolysis; AID 504845; Transcreener GDP fluorescence polarization, RGS4-accelerated GTP hydrolysis; P49798; Potency, µM (doses to about 114 µM), for inactives: top-dose activity change, negative = inhibition, hits mostly inhibitors; hit rate 0.039% among 390,000; further: potency means the concentration at half of the fitted maximal effect; on the % scale 0 is the no-effect control and ±100 the full control effect; nearly all actives have a fitted effect of over 75% in size; some results filed as inactive show a strong effect at the top dose
Target sequence (P49798 whole entry, looked up): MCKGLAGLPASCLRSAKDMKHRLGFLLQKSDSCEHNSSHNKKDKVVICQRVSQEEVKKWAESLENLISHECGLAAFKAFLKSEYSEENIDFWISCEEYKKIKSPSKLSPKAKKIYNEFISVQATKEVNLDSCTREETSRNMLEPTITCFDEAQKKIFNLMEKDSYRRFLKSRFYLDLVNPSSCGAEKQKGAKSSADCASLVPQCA
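MLSMR compounds (23 nl, pin-transferred) preincubated 10 min at room temperature with a 500nM (2x) first reagent, then RGS4 at 900nM (2x) plus Transcreener GDP mix added; fluorescence polarization (620/688 nm) read before and after 90 min at 30 °C.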
GLS inh: glutaminase GLS (human) inhibition. O94925. GLS enzymatic activity, qHTS titration. Potency, µM (titrated, usually from 45.5 µM), for inactives: at the highest dose activity change, negative = inhibition, hits mostly inhibitors. hit rate 0.21% among 410,000; further: potency means the concentration at half of the fitted maximal effect; on the % scale 0 is the no-effect control and ±100 the full control effect
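Read-out is an Amplex red fluorescence increase coupled through glutamate oxidase and HRP, measured before and after 30 min room-temperature incubation. hKGA is in 45 mM KH2PO4 (pH 8.2) with 0.02% Tween-20; glutamine added as 1mM solution.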
12-LOX inh: blocks human arachidonate 12S-lipoxygenase | hit rate 1.1% among 580,000 | purified 12hLO, xylenol orange hydroperoxide absorbance | AID 1671190 | P18054 | Potency, µM (doses to about 108 µM), without a hit: at the top dose activity change, negative = inhibition, actives largely listed as inhibitors; further: potency means the concentration at half of the fitted maximal effect; on the % scale 0 is the no-effect control and ±100 the full control effect
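Hydroperoxide product was detected by ferrous iron/xylenol orange as the 573 to 405 nm absorbance ratio. Arachidonic acid at 40 uM (final) was turned over for 30 min at room temperature by 150 nM human 12hLO, pH 7.0 Hepes buffer, after 15 min compound preincubation.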
BAZ2B block: BAZ2B (human) inhibition; Q9UIF8; AlphaScreen BAZ2B-H3K14Ac peptide displacement; Potency, µM (series often up to 114 µM), without a hit: top-dose activity change, negative = inhibition, most hits filed as inhibitors; hit rate 4.4% among 360,000; further: potency means the concentration at half of the fitted maximal effect; on the % scale 0 is the no-effect control and ±100 the full control effect; nearly all actives have a fitted effect of over 60% in size
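AlphaScreen displacement: compounds (up to 110uM) incubated 30 min at room temperature with a preformed 50 nM BAZ2B/50 nM biotinylated H3K14Ac peptide complex in PBS pH 7.4 with Tween-20. Donor and acceptor beads at 10 ug/mL final added, 20 min light-protected before reading.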
G9a block: G9a (human) methyltransferase inhibition; G9a H3K9 monomethylation, AlphaScreen, 2 h; Potency, µM (doses to about 102 µM), inactives show at the top dose activity, negative = inhibition, most hits filed as inhibitors; hit rate 8.8% among 350,000; further: potency means the concentration at half of the fitted maximal effect; on the % scale 0 is the no-effect control and ±100 the full control effect; nearly all actives have a fitted effect of over 75% in size
Target sequence (Q96KQ7 913-1193 limits assumed): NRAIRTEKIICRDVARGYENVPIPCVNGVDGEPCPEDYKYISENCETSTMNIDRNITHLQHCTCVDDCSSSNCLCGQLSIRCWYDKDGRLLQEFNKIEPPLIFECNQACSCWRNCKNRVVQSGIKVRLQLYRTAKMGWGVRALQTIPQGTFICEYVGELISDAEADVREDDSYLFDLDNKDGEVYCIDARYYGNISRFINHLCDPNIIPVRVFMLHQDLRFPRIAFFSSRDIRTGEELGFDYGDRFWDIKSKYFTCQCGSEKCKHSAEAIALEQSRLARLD
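Signal arises when biotinylated H3K9 peptide, once monomethylated, bridges streptavidin donor and antibody-captured acceptor beads. Enzyme at 20 nM was preincubated 15 min with test compounds; peptide 500 nM and SAM 20 uM then reacted for 2 h.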
HP1b chromo inh: inhibitors of HP1-beta chromodomain binding to methylated histone tails | P83916 | AlphaScreen HP1-beta / biotin-H3K9me3 peptide binding | Potency, µM (highest dose often 114 µM), for the others: at the top dose activity change, negative = inhibition, most hits filed as inhibitors | hit rate 0.56% among 390,000 | AID 540317; further: potency means the concentration at half of the fitted maximal effect; nearly all actives have a fitted effect of over 70% in size; inactives centre near 23
Target sequence (P83916 whole entry, looked up): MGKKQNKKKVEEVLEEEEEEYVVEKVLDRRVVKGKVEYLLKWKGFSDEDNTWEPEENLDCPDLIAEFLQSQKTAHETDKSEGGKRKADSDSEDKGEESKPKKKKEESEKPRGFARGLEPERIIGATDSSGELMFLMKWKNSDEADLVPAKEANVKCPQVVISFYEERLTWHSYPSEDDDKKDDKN
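AlphaScreen: HP1-beta (50 nM) preformed 30 min with biotin-H3(1-18)K9me3 peptide (50 nM) in PBS pH 7.4, 0.01% Tween-20. Compound added for 30 min at RT, then streptavidin donor/nickel chelate acceptor beads (10 ug/mL) for 30 min.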
ERG-DNA inh: inhibitors of human ERG Ets domain-DNA interaction; P11308; fluorescence polarization, His-ERG Ets domain / labelled DNA; Potency, µM (titrated, usually from 76.9 µM), without a hit: at the top dose FP activity, negative = inhibition, actives largely listed as inhibitors; hit rate 0.028% among 370,000; AID 624246; active means well fitted inhibition curve with a large enough effect in the polarisation, with a control signal flat; inconclusive means small, poorly fitted or top-dose-only effect, or effect the other way, or a change in a side signal; inactive means no such curve, though single readings can be large or run the other way; the % refers to the polarisation;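 further: polarization taken with two DNA probes labelled with fluorescein and Texas red; potency means the concentration at half of the fitted maximal effect; % of control where 0% means no effect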
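His-tagged ERG Ets domain (1 uM in the protein solution; 300mM KCl, 50mM Tris-HCl, 1mM EDTA, 1mM DTT, pH 7.5) received compound, then a probe mix of 5 nM fluorescein-DNA and 100nM Texas-615-DNA. Fluorescence polarization was read for both dyes.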
JMJD2A Tudor inh: blocks the human JMJD2A Tudor domain. AlphaScreen JMJD2A-Tudor / H3K4me3 peptide binding. Potency, µM (series often up to 114 µM), without a hit: at the top dose activity change, negative = inhibition, actives largely listed as inhibitors. hit rate 4.4% among 390,000. AID 504339. O75164; further: potency means the concentration at half of the fitted maximal effect; on the % scale 0 is the no-effect control and ±100 the full control effect; nearly all actives have a fitted effect of over 50% in size
PI4K2A inh: blocks human PI4K2A kinase activity; Q9BTU6; purified PI4K2A, ADP-Glo luminescence, 1 h; hits give low values; activity change, negative = inhibition, % at 76.9 µM; hit rate 0.13% among 420,000; AID 1346378; in the data active means activity change below about -50%; inconclusive means mostly about -30% to -49%;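 further: -100% = wells without enzyme as full effect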
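In this quantitative HTS, ADP production by PI4K2A was quantified luminescently after 1 h at ambient temperature; 100 microM adenosine served as plate-quality control.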
* = called active by the depositor; ? = inconclusive; nt = no result given; [ ] = dose if it differs, or a comment. Unless noted, the call rests on the fitted dose curve; in most records, active means well fitted curve in the direction sought with a large enough effect; inconclusive means small, poorly fitted or top-dose-only effect, or another doubt; inactive means no such curve, though single readings can be large; an effect the other way counts as inactive or inconclusive. Only part of the results is shown. The share of hits here may be higher or lower than overall.

Screens in order: RGS4 inh	GLS inh	12-LOX inh	BAZ2B block	G9a block	HP1b chromo inh	ERG-DNA inh	JMJD2A Tudor inh	PI4K2A inh
1. CCOC(=O)c1ccc(NC(=O)CSc2c(C(C)C)cnc3c2c(=O)n(C)c(=O)n3C)cc1
→ ?	-7.8%	4.2%	?	?	20.7%[57 µM]	8.9%	?	-5.1
2. Cc1cc(C)cc(NC(=O)CSc2nc(=O)n3cc(C)ccc3n2)c1
→ 8.0%	9.9%	-10.8%	9.6%	8.1%	14.2%	23.7%	-17.7%	-2.1
3. CC(C)(C)NCCOc1ccc2ccccc2c1
→ -2.7%[56.9 µM]	-12.6%	1.5%	-13.0%	-30.9%	68.4%[activator]	1.2%	-23.9%	2.5
4. CC(C)(C)OC(=O)C[C@@H]1C/C=C\C[C@H](CC(=O)N(CCO)Cc2ccccc2)C(=O)N2CCC[C@H]2COC1=O
→ 28.6%	0.4%	-0.4%	nt	nt	26.8%	-2.9%	-11.3%	2.2
5. CCC(=O)NC(c1cccs1)c1cc([N+](=O)[O-])c2cccnc2c1OC (configuration not stated)
→ nt	?	?	?	?	nt	nt	nt	?
6. Cc1ccc(S(=O)(=O)n2c([N+](=O)[O-])cnc2C)cc1C
→ -9.3%	0.0%	?	?	?	19.6%	-7.1%	-6.2%	0.1
7. COc1ccccc1CCNc1ncnc2c1nnn2C
→ -12.7%	0.8%	3.3%	4.3%	-1.7%[59 µM]	24.4%	-0.9%	2.6%	-3.1
8. O=C(COc1ccccc1)N(Cc1cccnc1)c1nc2c(F)cccc2s1
→ 5.8%	0.4%	-5.1%	-6.9%	13.9%[59 µM]	23.3%	-3.0%	-9.7%	-1.2
9. O=C(NCCN1CCCCC1)/C(=N\O)c1ccccc1
→ 14.6%	39.6%[activator]	9.5%	-2.8%	?	3.1%	1.1%	2.3%	3.7
10. CC(NC(=O)c1ccc(Cn2cc([N+](=O)[O-])cn2)o1)c1ccccc1 (configuration not stated)
→ 12.6%	6.2%	0.0%[57.4 µM]	-23.0%	1.6%	23.7%	1.8%	-4.1%	16.5
11. CCOc1ccc(C(=O)OC(C)CN2CCCCC2)cc1 (configuration not stated)
→ 0.0%	-5.8%	0.0%	7.4%[0.457 µM]	30.9%[59 µM]	37.1%	-4.1%	2.8%	-2.0
12. Cc1nc(CS(=O)(=O)c2ccccc2)cc(Sc2ccc(Cl)cc2Cl)n1
→ -4.3%	4.5%	0.0%	5.2%	36.0%[59 µM]	33.1%	-9.0%	-6.4%	-2.9
13. COc1ccc(S(=O)(=O)NNC(=O)Nc2ccc(F)cc2)cc1
→ 35.4%	19.8%	48.1%[activator]	nt	nt	26.7%	1.3%	-1.3%	-17.4
14. CCOC(=O)c1ccc(NC(=O)CCc2c(C)nc3c(c(C)nn3C)c2C)cc1
→ 18.0%	-1.1%	?	1.2%	-4.0%[59 µM]	7.3%	-3.2%	-21.8%	-2.4
15. CC1=NN(CCc2ccccn2)C(=O)CC1
→ -17.6%	9.9%	0.0%	nt	nt	27.3%	5.3%	1.4%	-0.6
16. O=C(c1cccs1)N1CCN(c2ccc([N+](=O)[O-])cc2F)CC1
→ -14.0%	-17.6%	-14.8%	-17.2%	-45.9%	30.4%	-12.4%	-12.7%	6.1
17. CCCNC(=O)C(=O)NCC(c1ccc2c(c1)OCO2)N1CCN(c2ccc(F)cc2)CC1 (configuration not stated)
→ 14.0%	-6.7%	9.2%	-23.8%	-47.6%	-7.6%[57 µM]	-10.3%	-35.9%	8.9
18. COc1ccc(N=C2NC(=O)S/C2=C\c2ccc(N(C)C)cc2)cc1
→ -27.0%	5.6%	0.9%	-34.7%	-41.8%[59 µM]	-17.9%	38.2%[activator]	-30.1%	-4.7
19. CN(C)/C=C/C(=O)c1ccc(F)cc1F
→ 0.7%	-7.5%	?	-3.5%	-3.0%[59 µM]	38.3%	12.7%	-9.1%	0.2
20. C=CCn1c(=N)c(C(=O)NCCCOC)cc2c(=O)n3cc(C)ccc3nc21
→ -2.7%	-2.8%	?	-3.3%	23.1%[2.33 µM]	1.6%	-7.8%	-12.5%	0.9
21. COc1ccc(CNC(=O)COC(=O)CCS(=O)(=O)c2ccc(C)cc2)cc1OC
→ 13.6%	2.6%	8.0%	-6.2%	8.8%	8.5%	11.6%	-16.4%	5.1
22. O=C(NCc1cccc(OC(F)(F)F)c1)c1ccc2c(c1)S(=O)(=O)c1cc(Cl)ccc1C2=O
→ -2.5%	1.2%	?	nt	nt	12.4%	-10.3%	?	-2.7
23. N#CCCN(C(=O)COC(=O)CCc1nc2ccccc2c(=O)[nH]1)c1ccccc1F
→ 10.2%	1.1%	-7.8%	-5.5%	-0.2%[12.7 µM]	31.7%[activator]	0.7%	-1.7%	0.7
24. N#CCCN(Cc1cccnc1)C(=S)NC(=O)c1ccc(S(=O)(=O)N2CCCC2)cc1
→ -9.8%	3.2%	-9.2%	-0.7%	28.2µM*	20.2%	7.6%	-4.5%	-2.0
25. COc1ccc(S(=O)(=O)N2C3CCC2CC(NC(=O)C2CC2)C3)cc1 (configuration not stated)
→ -34.1%[56.9 µM]	-2.9%	6.0%	-4.7%	-10.2%	77.2%[activator]	3.2%	-19.8%[57.1 µM]	1.0
26. O=C(NC1CCNCC1)C1CCCCC1
→ 17.8%	-1.2%	?	-3.4%	15.3%	38.9%	-4.6%	-13.2%	-4.1
27. O=C(NC1CCCN(Cc2ccc(Cl)cc2)C1)c1ccoc1 (configuration not stated)
→ 20.0%	4.7%	96.1%[activator]	-21.2%	-13.2%	30.7%	-2.6%	-12.4%	-2.0
28. CCOC(=O)C(NS(=O)(=O)c1ccccc1)(C(F)(F)F)P(=O)(OCC(C)C)OCC(C)C (configuration not stated)
→ ?	9.0%	?	2.3%	10µM*	13.2%	-0.5%	-15.8%	-12.0
29. CCOc1cc(C2CC(=O)NC(SCC)=C2C#N)ccc1O (configuration not stated)
→ 2.1%	14.1%	2.5%	-4.0%	50.1µM*	40.9%[activator]	0.3%	-4.3%	-2.3
30. Cc1cc(S(=O)(=O)NCCN2CCOCC2)c(C)s1
→ 6.2%	-0.7%	-9.2%	2.0%	?	34.9%	7.4%	-14.9%	-3.9
31. Cc1nnc2n(-c3ccccc3)c(=O)c3ccccc3n12
→ -8.2%	-2.8%	0.0%	nt	nt	-13.3%	2.7%	-20.9%	2.5
32. COc1ccc(Cl)cc1C(=O)NNC1CC(=O)N(Cc2ccc(Cl)cc2)C1=O (configuration not stated)
→ 11.8%	27.7%	?	-5.9%	3.8%[59 µM]	10.1%	0.1%	-23.2%	4.2
33. CN1CCc2c1nc1ccccc1c2NC(=O)CN1CCCC1
→ 4.4%	1.8%	5.6%	?	nt	-16.1%	8.9%	5.62µM*	-7.0
34. O=C1CCC/C1=C/Nc1cccc(F)c1
→ ?	?	227.9%[activator]	-20.7%	nt	-10.6%	1.6%	50.1µM*	0.0

Arranged by number of heavy atoms (low to high): some entries from above.
Screens in order: RGS4 inh	GLS inh	12-LOX inh	BAZ2B block	G9a block	HP1b chromo inh	ERG-DNA inh	JMJD2A Tudor inh	PI4K2A inh
34. O=C1CCC/C1=C/Nc1cccc(F)c1
→ ?	?	227.9%[activator]	-20.7%	nt	-10.6%	1.6%	50.1µM*	0.0
30. Cc1cc(S(=O)(=O)NCCN2CCOCC2)c(C)s1
→ 6.2%	-0.7%	-9.2%	2.0%	?	34.9%	7.4%	-14.9%	-3.9
31. Cc1nnc2n(-c3ccccc3)c(=O)c3ccccc3n12
→ -8.2%	-2.8%	0.0%	nt	nt	-13.3%	2.7%	-20.9%	2.5
27. O=C(NC1CCCN(Cc2ccc(Cl)cc2)C1)c1ccoc1 (configuration not stated)
→ 20.0%	4.7%	96.1%[activator]	-21.2%	-13.2%	30.7%	-2.6%	-12.4%	-2.0
33. CN1CCc2c1nc1ccccc1c2NC(=O)CN1CCCC1
→ 4.4%	1.8%	5.6%	?	nt	-16.1%	8.9%	5.62µM*	-7.0
25. COc1ccc(S(=O)(=O)N2C3CCC2CC(NC(=O)C2CC2)C3)cc1 (configuration not stated)
→ -34.1%[56.9 µM]	-2.9%	6.0%	-4.7%	-10.2%	77.2%[activator]	3.2%	-19.8%[57.1 µM]	1.0
32. COc1ccc(Cl)cc1C(=O)NNC1CC(=O)N(Cc2ccc(Cl)cc2)C1=O (configuration not stated)
→ 11.8%	27.7%	?	-5.9%	3.8%[59 µM]	10.1%	0.1%	-23.2%	4.2
24. N#CCCN(Cc1cccnc1)C(=S)NC(=O)c1ccc(S(=O)(=O)N2CCCC2)cc1
→ -9.8%	3.2%	-9.2%	-0.7%	28.2µM*	20.2%	7.6%	-4.5%	-2.0
28. CCOC(=O)C(NS(=O)(=O)c1ccccc1)(C(F)(F)F)P(=O)(OCC(C)C)OCC(C)C (configuration not stated)
→ ?	9.0%	?	2.3%	10µM*	13.2%	-0.5%	-15.8%	-12.0

Compound activity from PubChem BioAssay.
